# GLP-1R inv ag – qHTS of GLP-1 Receptor Inverse Agonists (Inhibition Mode) | Glucagon-like peptide 1 receptor (Homo sapiens), P43220 | HEK293 GLP-1R CRE-luciferase, luminescence, 24 h; GLP-1R form is constitutively active | Potency, µM (series often up to 38.3 µM), for the others: top-dose activity change, negative = inhibition, hits mostly inhibitors | 410,000 compounds, 1.6% hits; also: potency is read from the fitted curve at half-maximal effect; % is scaled to controls: 0 for no effect and ±100 for the full control effect; nearly all actives have a fitted effect of over 55% in size
#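 HEK293 cells stably co-expressing constitutively active GLP-1R and a cAMP-responsive luciferase reporter were seeded in DMEM with 10% Nu serum, given compounds after 12 h, and incubated 24 h at 37 deg C. Luminescence was then read.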
# GLP-1R agonist – qHTS of GLP-1 Receptor Agonists; HEK293 GLP-1R CRE-luciferase, luminescence, 4-6 h; cells express a hypersensitive GLP-1R form; Potency, µM (series often up to 45.6 µM), for inactives: at the top dose activation, actives largely listed as activators; 380,000 compounds, 0.007% hits; AID 624172, 2012; also: potency is read from the fitted curve at half-maximal effect; % of control where 0% means no effect
# WRN helicase inh – qHTS for Inhibitors of WRN Helicase | WRN helicase unwinding, fluorescent forked duplex, kinetic | Potency, µM (highest dose often 114 µM), for inactives: at the highest dose activity change, negative = inhibition, usual class: inhibitors | 360,000 compounds, 0.46% hits | AID 651768, 2012; also: potency is read from the fitted curve at half-maximal effect; % is scaled to controls: 0 for no effect and ±100 for the full control effect; nearly all actives have a fitted effect of over 55% in size
#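 Screening of the MLSMR collection measured strand separation of a quenched forked DNA duplex (100 nM) by 20 nM WRN with 2 mM ATP, all final. Compounds were preincubated with enzyme 15 min at room temperature.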
# DRD3 agonist – qHTS of D3 Dopamine Receptor Agonist: qHTS; D(3) dopamine receptor (Homo sapiens), P35462; D3R DiscoveRx beta-arrestin cells, luminescence, 90 min; max activation, %; 410,000 compounds, 0.58% hits; AID 652048, 2013; in the data active = max activation above about 30%; also: 0% is about no effect; mostly tested at two doses, the higher about 12 µM
# Target sequence (P35462 whole entry, looked up): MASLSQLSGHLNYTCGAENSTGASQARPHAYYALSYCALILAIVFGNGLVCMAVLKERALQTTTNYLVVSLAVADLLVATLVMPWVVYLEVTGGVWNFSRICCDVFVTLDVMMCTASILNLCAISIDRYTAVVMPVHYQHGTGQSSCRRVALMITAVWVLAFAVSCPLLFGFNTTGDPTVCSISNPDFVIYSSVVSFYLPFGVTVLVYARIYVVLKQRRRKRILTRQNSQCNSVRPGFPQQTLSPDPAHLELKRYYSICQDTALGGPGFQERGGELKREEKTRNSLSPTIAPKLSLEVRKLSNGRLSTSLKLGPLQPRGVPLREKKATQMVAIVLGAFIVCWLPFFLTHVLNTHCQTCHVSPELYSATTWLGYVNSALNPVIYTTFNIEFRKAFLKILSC
#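 Cells at 1500/well, incubated overnight, then treated with pinned compounds (dopamine as control) for 90 min at 37 degrees C. DiscoveRx reagent added for 30 - 60 minutes at room temperature; luminescence read.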
# D3 antag – qHTS of D3 Dopamine Receptor Antagonist: qHTS; 360,000 compounds, 2.5% hits; max response, negative = inhibition, %; D3R cells, DiscoveRx beta-arrestin luminescence, antagonist mode; active compounds read low; in the data active = max response below about -50%; inconclusive = no clear call, values can overlap the other calls; also: % is scaled to controls: 0 for no effect and ±100 for the full control effect; mostly tested at two doses, the higher about 12 µM
#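 Cells expressing the human receptor were seeded at 1500 cells/well, incubated overnight at 37 degrees C in 5% CO2, then exposed to library compounds with dopamine controls for 90 minutes at 37 degrees C before luminescent detection.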
# PLK1 PBD inh – qHTS for Inhibitors of PLK1-PDB (polo-like kinase 1 - polo-box domain): Primary Screen | Serine/threonine-protein kinase PLK1 (Homo sapiens), P53350 | Plk1 PBD binding of FITC phosphopeptide, fluorescence polarization | Potency, µM, for inactives: max response, negative = inhibition, usual class: inhibitors | 360,000 compounds, 2.8% hits | AID 720504, 2013; also: potency is read from the fitted curve at half-maximal effect; series mostly up to about 57 µM; % is scaled to controls: 0 for no effect and ±100 for the full control effect; nearly all actives have a fitted effect of over 65% in size
# Target sequence (P53350 whole entry, looked up, the tested form may be a part): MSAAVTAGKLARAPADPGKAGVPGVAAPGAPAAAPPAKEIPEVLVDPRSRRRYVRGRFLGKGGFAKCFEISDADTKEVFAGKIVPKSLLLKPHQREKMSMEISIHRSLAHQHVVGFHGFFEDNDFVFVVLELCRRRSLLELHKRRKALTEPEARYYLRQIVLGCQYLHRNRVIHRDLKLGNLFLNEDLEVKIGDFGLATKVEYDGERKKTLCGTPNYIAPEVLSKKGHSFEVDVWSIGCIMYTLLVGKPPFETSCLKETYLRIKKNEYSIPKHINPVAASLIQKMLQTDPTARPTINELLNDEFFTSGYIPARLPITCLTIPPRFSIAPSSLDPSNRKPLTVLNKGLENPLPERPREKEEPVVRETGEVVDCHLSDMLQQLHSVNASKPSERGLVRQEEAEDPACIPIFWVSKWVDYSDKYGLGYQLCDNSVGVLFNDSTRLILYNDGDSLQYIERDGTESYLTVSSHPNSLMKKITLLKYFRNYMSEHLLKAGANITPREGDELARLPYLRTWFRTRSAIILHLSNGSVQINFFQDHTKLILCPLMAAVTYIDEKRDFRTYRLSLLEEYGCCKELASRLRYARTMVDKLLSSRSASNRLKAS
# PI5P4Ka inh – qHTS for Inhibitors of phosphatidylinositol 5-phosphate 4-kinase (PI5P4K); Phosphatidylinositol 5-phosphate 4-kinase type-2 alpha (Homo sapiens), P48426; PI5P4Kalpha enzyme, ADP-Glo luminescence, 60 min; active compounds read low; max response, %; 330,000 compounds, 1.2% hits; AID 652105, 2013; active = max response of -50% or lower; inconclusive = between -30% and -50%; inactive = -30% or higher; also: value at the top dose of about 77 µM; % is scaled to controls: 0 for no effect and ±100 for the full control effect
#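 Reactions run in 0.038 M HEPES pH 7.4, 0.28 mM EGTA, 0.1% CHAPS and 5% DMSO, with PI5P4Kalpha, substrate, compound and 5 microM ATP final, one hour at room temperature. Readout is ADP-Glo luminescence.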
# IL-2 act – qHTS of IL-2 Activators. 360,000 compounds, 0.065% hits. IL-2 activation reporter assay, cell-based qHTS; stimulated with anti-CD3/CD4/CD28 beads; in transgenic mouse T cells. activation, % (series mostly up to about 46 µM). AID 652025, 2013; in the data active = activation above about 50%; inconclusive = mostly about 30% to 49%; also: 0% is about no effect
#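 Quantitative HTS in unstimulated transgenic mouse T cells, with memory T cells as non-tolerant control and PMA/ionomycin as tolerance-bypass control. Compound pretreatment lasted 60 minutes before 18 h bead stimulation; EGFP/DsRed fluorescence read.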
# GLP1R cytotox – qHTS of GLP-1 Receptor Inverse Agonists: Cytotox Screen | HEK293 cAMP-luciferase reporter cells, luminescence, 24 h | Potency, µM (highest dose often 38.3 µM), without a hit: at the highest dose activity change, negative = inhibition, most hits filed as inhibitors | 410,000 compounds, 0.13% hits;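 also: loss of luciferase light is scored as toxicity; potency is read from the fitted curve at half-maximal effect; % is scaled to controls: 0 for no effect and ±100 for the full control effect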
#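 Seeding density was 200 cells/uL; after overnight-length (12 h) culture, 23 nL compounds went on for 24 h at 37 °C. Readout used a luciferase detection reagent, luminescence taken after 12 min at room temperature.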
# * hit, by the source's call; ? = inconclusive; · = no result given; & = joins results of further samples; [ ] = another dose, or the depositor's remark. Unless noted, calls follow the shape of the dose curve; as a rule, active = well fitted curve in the direction sought with a large enough effect; inconclusive = small, poorly fitted or top-dose-only effect, or another doubt; inactive = no such curve, though single readings can be large; an effect the other way counts as inactive or inconclusive.
SMILES,GLP-1R inv ag,GLP-1R agonist,WRN helicase inh,DRD3 agonist,D3 antag,PLK1 PBD inh,PI5P4Ka inh,IL-2 act,GLP1R cytotox
O=C1O/C(=C\c2ccccc2)c2ccccc21,-9.6%,2.0%,0.9%,-4.4,0.7,?,5.9,1.4,0.7%
Cc1ccc(NC(=S)NC(=O)C2CCC2)cc1C,?,-0.9%,-13.2%,9.5,-9.4,-9.2%,-0.4,-1.6,?
CC1=C([N+](=O)[O-])C(c2ccc(Cl)cc2)NC(=O)N1C (stereo unspecified),?,4.2%,70.8µM*,-2.3,8.2,2.99µM*,?,-0.5,-1.9%
Cc1sc(N)nc1-c1ccc(Oc2ccccc2)cc1,?,18.1%,4.2%,0.7,-21.4,-9.2%,4.7,-0.2,-28.6%
Cc1cc(C)n2c(NC3CCCCC3)c(-c3cccnc3)nc2n1,1.3%,9.4%,-5.9%,2.2,-3.3,-13.9%,-2.1,0.2,-7.5%
COc1ccc(-c2nc(CC(=O)Nc3cccc(S(=O)(=O)NC4=NCCC4)c3)cs2)cc1,1.8%,2.4%,3.5%,-0.3,-15.3,-14.6%,-1.9,0.3,7.2%
O=C(Cc1cccc(F)c1)N1CCCC(CO)(Cc2ccc(F)cc2F)C1 (stereo unspecified),?,-4.0%,0.4%,-10.8,0.0,-4.9%,-0.1,-0.1,2.5%
C[C@@H]1CN([C@@H](C)CO)C(=O)Cc2cc(NC(=O)Nc3cccc4ccccc34)ccc2O[C@@H]1CN(C)S(C)(=O)=O,-10.7%,1.6%,-6.7%,11.0,12.1,-14.9%,-0.4,0.1,8.8%
CCCn1c(N)c(C(=O)CSc2nc3ccccc3s2)c(=O)[nH]c1=O,?,2.5%,-1.1%,22.7,0.7,-9.5%,-24.0,-1.2,15.8%
Cc1ccc(C2=N/C(=C/N3CCOCC3)C(=O)O2)cc1,60.8%[activator],5.8%,0.8%,-2.2,?,-0.7%,-1.1,0.0,19.0%
CCCCN1CN(Cc2ccccc2)CNC1=S,?,14.6%,9.7%,-2.0,0.0,-7.1%,5.7,-3.5,?
COc1ccc(CCN(Cc2cccs2)S(=O)(=O)c2ccc(-n3cnnn3)cc2)cc1OC,-0.3%,4.9%,-2.1%[57.1 µM],0.4,9.0,-2.5%,1.0,-0.8,-14.9%
CC(C)NCC(O)COc1ccc(COCCOC(C)C)cc1 (stereo unspecified),-5.4%,-0.2%&-3.2%&0.9%,-4.7%,12.4&3.8&2.5,-5.4,-8.9%,1.4,1.2,1.2%
O=C(OCCOCCOC(=O)Oc1ccccc1)Oc1ccccc1,-4.5%,0.2%,-0.4%,1.9,4.7,5.2%,14.7,-2.7,-0.2%
Cn1c(SCc2ccccc2Cl)nnc1-c1cnccn1,0.0%,-0.5%,-1.4%,-3.3,3.9,-6.7%,-3.3,-2.7,?
CCOC(=O)C1(CCc2ccccc2)CCN(Cc2ccc(OC)cc2)CC1,-19.7%,9.8%,8.2%,-25.7,-25.2,-7.4%,2.3,0.2,-9.0%
CCCC(=O)Nc1ccc(OCC(=O)OC)cc1,0.2%,-4.2%,-0.8%,1.6,12.4,0.5%,-2.8,-1.5,-15.6%
O=C(O)c1ccc(CNC(=S)Nc2ccccc2)cc1,2.8%,0.0%,-2.5%,-6.8,-10.9,-5.2%,-0.6,0.0,9.7%
Cc1occc1C(=O)Nc1ccc(OCc2ccccc2)cc1,?,11.6%,-35.0%,2.2,0.8,-9.9%,?,-1.9,-3.1%
CCOC(=O)c1c(C)nc2ncccn12,5.7%,0.5%,-5.3%,-1.8,15.1,-3.5%,-8.4,-0.9,-4.5%
NC1=NC[C@H](c2ccccc2)N1CCCCC1CCCCC1,-18.1%,0.1%,-3.1%,-19.2,-4.5,3.1%,-1.5,-4.0,?
Cc1cc2ncn(C(=O)N3CCCC3)c2cc1C,11.6%,-1.1%,-4.3%,-1.8,-5.0,3.9%,-20.5,0.9,-5.8%
CCCn1c(SCC(=O)c2cc(C)n(-c3cc(C)on3)c2C)n[nH]c1=O,3.0%,0.5%,-5.4%,30.7*,11.1,-2.2%,0.9,0.4,1.2%
Cc1ccc(-n2ncc(C(=O)NCC3CCN(C4CCCC4)C3)c2C2CCN(C(=O)OC(C)(C)C)CC2)cc1 (stereo unspecified),?,8.4%,2.6%,2.0,-5.7,-11.9%,0.9,-0.6,?
OC(CN1C2=NCCN2c2ccccc21)c1ccc(Br)cc1 (stereo unspecified),?,5.0%,-1.6%,-0.7,-15.2,-3.9%,-6.0,-3.0,?
CC1CCC2C(=O)N(c3ccc(NC4CCCCC4)c([N+](=O)[O-])c3)C(=O)C2C1 (stereo unspecified),?,-1.1%,-6.6%,-6.4,4.4,4.6%,3.1,-0.6,?
O=C(NCC1CCCO1)c1cc(Br)c(Br)s1 (stereo unspecified),?,1.2%,-4.7%,-7.3,-10.4,-10.9%,5.4,-1.8,-2.1%
CCCCn1c(=O)c(F)cn(Cc2ccc(OC)c([N+](=O)[O-])c2)c1=O,6.2%,-0.3%,4.6%,2.9,7.5,-3.2%,-1.1,0.4,-9.6%
Cc1nnc(SCC(=O)NCc2ccco2)n1Cc1ccccc1,5.8%,12.2%,-5.9%,-2.4,-18.7,0.0%,0.8,0.5,-6.4%
CCOc1ccc(NC(=O)C2CCCN(S(=O)(=O)c3ccc4[nH]c(=O)ccc4c3)C2)cc1 (stereo unspecified),5.0%&3.2%,10.2%,1.7%,6.9&8.2,12.1,26.7µM*,-6.7,-0.7,-21.3%&6.0%

# Grouped by structure: the compounds so far containing a furan ring, fused or not.
SMILES,GLP-1R inv ag,GLP-1R agonist,WRN helicase inh,DRD3 agonist,D3 antag,PLK1 PBD inh,PI5P4Ka inh,IL-2 act,GLP1R cytotox
Cc1occc1C(=O)Nc1ccc(OCc2ccccc2)cc1,?,11.6%,-35.0%,2.2,0.8,-9.9%,?,-1.9,-3.1%
Cc1nnc(SCC(=O)NCc2ccco2)n1Cc1ccccc1,5.8%,12.2%,-5.9%,-2.4,-18.7,0.0%,0.8,0.5,-6.4%

# Continuation:
SMILES,GLP-1R inv ag,GLP-1R agonist,WRN helicase inh,DRD3 agonist,D3 antag,PLK1 PBD inh,PI5P4Ka inh,IL-2 act,GLP1R cytotox
CCc1nnc(NC(=O)CSc2nnc(Cc3ccccc3)n2-c2ccccc2)s1,-9.8%,3.4%,-7.3%,-2.7,-25.9,-10.1%,1.3,0.8,1.0%
CCOc1ccccc1CN1CCN(C/C=C/c2ccc(OC)cc2)CC1CCO (stereo unspecified),?,6.6%,16.3%,-25.2,?,?,2.1,-2.1,-4.3%
COc1cc(C2=Nc3c(c(C)nn3-c3ccccc3)P(=O)(N3CCOCC3)O2)cc(OC)c1OC (stereo unspecified),8.2%,0.2%,-2.0%,2.1,4.0,-21.3%,-5.5,-0.6,-9.3%
Cc1ccc2c(c1)c1c(c(=O)n(-c3ccccc3)c(=O)n1CC(=O)c1ccc(Cl)cc1)n2C,-5.2%,0.1%,·,1.3,·,·,·,·,4.0%
O=C(NCCC(=O)N1CCN(c2cccc(Cl)c2)CC1)c1ccc(Br)cc1,?,-16.4%,-12.5%,-18.4,-9.1,1.1%,5.3,-4.5,7.2%
COc1ccccc1N1CCN(CCN(C(=O)C2CCCCC2)c2ccccn2)CC1,-19.5%&-20.2%,5.3%&-0.1%,1.5%&-6.1%,-90.0&-85.9,-84.6*,6.7%&2.1%,-0.1&-0.4,0.1&-0.6,-1.1%&1.5%
COc1cc(/C=C/C(=O)O)ccc1OS(=O)(=O)c1cc(Br)ccc1C,2.2%,-7.8%,-2.8%,0.4,6.0,-9.7%,-1.1,0.3,-4.5%
Cc1c(NC(=S)N/N=C/C=C/c2ccc([N+](=O)[O-])cc2)c(=O)n(-c2ccccc2)n1C,-3.9%,0.6%,-27.9%[57.1 µM],-4.6,12.7,-21.0%,-1.7,3.4,?
CCOc1ccc(N(C)S(=O)(=O)c2ccc(C)c(C(=O)N3CCN(Cc4ccc5c(c4)OCO5)CC3)c2)cc1,11.2µM*,0.3%,-20.0%,-1.9,17.4,3.0%,8.4,-1.0,3.3%
O=C(CCN1C(=O)c2ccccc2C1=O)Nc1sc2c(c1C(=O)NCC1CCCO1)CCC2 (stereo unspecified),6.1%,-2.0%,-22.1%,-4.6,-19.2,?,-4.5,-0.2,8.0%
CCC1c2ccc(C)n2CCN1C(=O)Nc1ccc(F)cc1 (stereo unspecified),1.4%,0.5%,-1.9%,-5.0,-0.6,-13.7%,-4.7,2.4,19.3%
CC(C)(C)OC(=O)NC(Cc1ccccc1)C(=O)N1CCC(C(=O)NCC(=O)Nc2ccc(F)cc2)CC1 (stereo unspecified),-22.8%,-0.7%,-1.9%[57.1 µM],-4.6,1.2,-20.3%,9.6,-1.6,2.7%
O=C(COc1ccc2ccccc2c1)NCC(=O)N/N=C/c1ccco1,-16.2%,-14.6%,-1.4%,-30.6,12.8,-10.5%,·,0.3,14.0%

# Another view of 2 compounds above.
SMILES	GLP-1R inv ag	GLP-1R agonist	WRN helicase inh	DRD3 agonist	D3 antag	PLK1 PBD inh	PI5P4Ka inh	IL-2 act	GLP1R cytotox
COc1cc(/C=C/C(=O)O)ccc1OS(=O)(=O)c1cc(Br)ccc1C	2.2%	-7.8%	-2.8%	0.4	6.0	-9.7%	-1.1	0.3	-4.5%
Cc1c(NC(=S)N/N=C/C=C/c2ccc([N+](=O)[O-])cc2)c(=O)n(-c2ccccc2)n1C	-3.9%	0.6%	-27.9%[57.1 µM]	-4.6	12.7	-21.0%	-1.7	3.4	?

# Assay outcomes as filed in PubChem.

# Not a hit list; overall some 7.8% were active at least once.
